# UHRF1 MBD2 ctr: UHRF1 methylated DNA binding inhibitors, primary screen, counter-screen for MBD2 inhibitor project, biochemical, TR-FRET, human UHRF1, single concentration; E3 ubiquitin-protein ligase UHRF1 (Homo sapiens), Q96T88; UHRF1 binding to methylated oligo; inhibition, % at 4.4 µM; actives 0.75% (n = 370,000); AID 687016, 2013; in the data active means inhibition above about 21%;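 further: UHRF1 SRA domain binding a hemimethylated CpG hairpin DNA probe; 0% = median of test compound wells and 100% = reference inhibitor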
# Target sequence (Q96T88 whole entry, looked up, the tested form may be a part): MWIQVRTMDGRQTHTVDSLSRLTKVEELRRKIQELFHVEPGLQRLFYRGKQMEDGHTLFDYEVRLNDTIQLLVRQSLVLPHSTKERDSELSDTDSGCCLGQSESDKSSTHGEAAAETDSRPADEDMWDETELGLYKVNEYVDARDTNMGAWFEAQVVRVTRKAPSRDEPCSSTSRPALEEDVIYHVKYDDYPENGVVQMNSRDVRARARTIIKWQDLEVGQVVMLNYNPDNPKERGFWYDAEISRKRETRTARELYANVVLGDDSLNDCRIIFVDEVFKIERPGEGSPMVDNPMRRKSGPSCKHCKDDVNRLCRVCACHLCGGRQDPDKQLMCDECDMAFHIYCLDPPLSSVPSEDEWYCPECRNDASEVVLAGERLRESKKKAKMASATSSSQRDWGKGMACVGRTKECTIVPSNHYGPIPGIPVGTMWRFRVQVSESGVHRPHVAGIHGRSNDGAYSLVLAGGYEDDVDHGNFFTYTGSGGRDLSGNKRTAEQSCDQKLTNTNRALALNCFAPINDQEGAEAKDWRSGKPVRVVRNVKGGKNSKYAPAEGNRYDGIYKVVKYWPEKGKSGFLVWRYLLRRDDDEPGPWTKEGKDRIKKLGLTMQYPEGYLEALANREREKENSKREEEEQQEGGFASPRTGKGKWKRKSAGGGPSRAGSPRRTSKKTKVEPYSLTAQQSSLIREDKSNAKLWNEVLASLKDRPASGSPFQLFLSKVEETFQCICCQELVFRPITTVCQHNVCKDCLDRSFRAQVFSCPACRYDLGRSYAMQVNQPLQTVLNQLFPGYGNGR
# KLK7 zymogen act: proKLK7 zymogen activators, primary screen, biochemical, fluorescence intensity; Kallikrein-7 (Homo sapiens), P49862; purified proKLK7, EDANS-DABCYL substrate fluorescence; 100% is mature enzyme control, 0% vehicle; activation, % at 7 µM; actives 0.9% (n = 370,000); AID 652039, 2013;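 active means activation above the mean of all tested compounds plus 3 SD, computed per campaign excluding outliers beyond control limits, cut at about 13% in these data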
# PLC-beta3 inh: human PLC-beta3 inhibitors, primary screen, biochemical, fluorescence | actives 0.18% (n = 370,000) | inhibition, % at 12.2 µM | Purified PLC-beta3, fluorogenic substrate; in the data active means inhibition above about 11%;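 further: 0% = median of compound wells on plate and 100% = full blocker control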
# PLCg1 inh: PLC-gamma1 enzyme inhibitors, primary screen, biochemical, fluorescence, purified enzyme | actives 0.84% (n = 370,000) | inhibition, % at 12.2 µM | fluorogenic substrate | AID 720700, 2013; in the data active means inhibition above about 9.5%
# MBD2 inh: inhibitors of MBD2 binding to methylated DNA, primary screen, biochemical, TR-FRET, DNA-binding domain, human; inhibition, % at 4.4 µM; AID 686964, 2013; actives 0.31% (n = 370,000); Methyl-CpG-binding domain protein 2 (Homo sapiens), Q9UBB5; MBD2 binding to methylated oligonucleotide; in the data active means inhibition above about 13%
# Tn6 DDE FP: inhibitors of Tn6 peptide binding to fibrin DD(E), primary screen, biochemical, fluorescence polarization, human fibrin, Tn6 probe | Fibrinogen beta chain (Homo sapiens), P02675 | Fibrin DD(E) TRITC-Tn6 fluorescence polarization displacement | inhibition, % at 8.3 µM | actives 0.21% (n = 370,000);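 active means inhibition above a per-campaign cutoff: mean of compounds within control limits plus 3 SD, cut at about 15% in these data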;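 further: 0% = median of all compound wells on the plate and 100% = blocking peptide control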
# DDE Tn7 FP inh: inhibitors of Tn7 peptide binding to fibrin DD(E), primary screen, biochemical, fluorescence polarization, human fibrin, Tn7 probe; FP displacement of FITC-Tn7 peptide from fibrin DD(E); 0% = median of compound wells per plate; inhibition, % at 8.3 µM; actives 0.13% (n = 370,000); AID 720508, 2013;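 active means inhibition above the mean of compounds falling within the control limits plus 3 SD of them, cut at about 14% in these data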;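 further: 0% = plate median of compound wells and 100% = 10 µM Aha-Tn7 peptide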
#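 Assay system: human fibrin DD(E) protein / Input: 2 µM fibrin DD(E) / Benchmarks: high control of 10 µM Aha-Tn7 peptide / Measured by: fluorescence polarization of the labelled Tn7 tracer / Medium: Tris buffer with calcium and detergent, pH 7.8 / Timing: 10 min compound pre-incubation, 3 h probe incubation at room temperature / Repeats: one replicate per compound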
# ARFGAP1 inhibitor: inhibitors of rat ARFGAP1 GAP activity, primary screen, biochemical, fluorescence polarization, GDP tracer; ADP-ribosylation factor GTPase-activating protein 1 (Rattus norvegicus), Q62848; Arfgap1-stimulated ARF1 GTP hydrolysis, GDP FP detection; inhibition, % at 16.5 µM; actives 0.26% (n = 360,000); AID 651572, 2012;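 active means inhibition above a per-plate limit, mean inhibition of low control wells plus 3 SD, cut at about 25% in these data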;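 further: 0% = DMSO wells with enzyme and 100% = wells lacking Arfgap1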
# Target sequence (Q62848 1-136 limits assumed): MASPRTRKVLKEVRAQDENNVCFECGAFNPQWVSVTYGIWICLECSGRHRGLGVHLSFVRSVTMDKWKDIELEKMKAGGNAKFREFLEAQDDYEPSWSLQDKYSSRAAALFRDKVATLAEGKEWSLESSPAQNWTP
#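 System: truncated rat Arfgap1 GAP domain / Medium: HEPES-based buffer, pH 7.5 / Also added: N-terminally truncated human ARF1-GTP substrate / Incubation: enzyme reaction 120 min at 25 °C after 20 min preincubation / Measured by: FP of antibody-bound GDP Alexa 633 tracer, ex 620/em 688 nm / Replicates: singlicate, each compound tested once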
# ASAP1 inh: inhibitors of human ASAP1 ArfGAP activity, primary screen, biochemical, fluorescence polarization; Arf-GAP with SH3 domain, ANK repeat and PH domain-containing protein 1 (Homo sapiens), …; ASAP1-stimulated ARF1 GTP hydrolysis, GDP FP detection; inhibition, % at 16.5 µM; actives 0.19% (n = 360,000); AID 624377, 2012; in the data active means inhibition above about 25%;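 further: 0% = vehicle with enzyme and substrate and 100% = no enzyme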
# ADAM17 inh: ADAM17 inhibitors, primary screen, biochemical, QFRET. inhibition, % at 6.95 µM. recombinant ADAM17, EDANS/DABCYL FRET peptide cleavage. actives 0.83% (n = 370,000);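 active means inhibition above the mean of compounds lying between control limits plus 3 SD, set per campaign, cut at about 8.5% in these data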;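 further: 0% = DMSO-only wells as the low control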
# An asterisk follows results filed as active; i = inactive.
SMILES,UHRF1 MBD2 ctr,KLK7 zymogen act,PLC-beta3 inh,PLCg1 inh,MBD2 inh,Tn6 DDE FP,DDE Tn7 FP inh,ARFGAP1 inhibitor,ASAP1 inh,ADAM17 inh
Cc1ccc(NC(=O)N(Cc2cccs2)Cc2cc3cc4c(cc3[nH]c2=O)OCO4)cc1,3,-1.9,-43,-34,4,3,0,1,-8,-8
COc1ccc(NC(=O)c2noc3c2CCC3)cc1,31*,-0.2,2,0,13*,0,-4,5,0,0
CCOC(=O)CN(c1ccccc1C)S(=O)(=O)c1ccc(Cl)cc1,2,-0.5,-6,2,-1,3,-7,2,-9,1
CCCc1nc2ccccc2c(C(=O)OC(C)C(=O)NCc2ccc3c(c2)OCO3)c1CC (configuration not stated),2,0.0,0,3,-4,6,-9,-2,15,10*
COc1ccccc1N1CC(C(=O)NCC2COc3ccccc3O2)CC1=O (configuration not stated),-1,-0.2,0,3,1,0,2,-7,0,-2
Cc1cccc(-c2ccc([N+](=O)[O-])cc2CN2CCN(c3ncc(Cc4ccccc4)cn3)CC2)c1,5,0.5,10,5,6,1,-8,11,-6,5
COc1ccc(NC(=O)C2CCCCN2N)cc1OC (configuration not stated),-3,0.6,2,1,3,3,-2,-1,-10,0
CC(C)CN(CCCNC(=O)CN1C(=O)COc2ccc(S(=O)(=O)N3CCCC3)cc21)CC(C)C,0,0.0,-1,5,3,-6,-2,4,11,1
Cc1nc2cc(-n3ccc(=O)cc3)ccc2n1-c1ccccc1,1,-0.8,-2,-3,6,1,-2,-6,10,-6
O=C(NCCC1=CCCCC1)c1cnccn1,2,0.5,-4,-4,-4,2,-2,-12,-5,-2
CCCCNC(=O)c1cccc2c(=O)c(C)c(-c3ccccc3)oc12,-1,-0.7,2,1,-1,4,-4,1,3,1
Cc1cc(=O)oc2c3c(cc(OCC(=O)NC4CC4)c12)OC(C)(C)CC3,-2,15*,-283,-219,3,-8,2,-1,9,-280

# 3 entries from above, with each value named.
CC(C)CN(CCCNC(=O)CN1C(=O)COc2ccc(S(=O)(=O)N3CCCC3)cc21)CC(C)C
  UHRF1 MBD2 ctr: 0; KLK7 zymogen act: 0.0; PLC-beta3 inh: -1; PLCg1 inh: 5; MBD2 inh: 3; Tn6 DDE FP: -6; DDE Tn7 FP inh: -2; ARFGAP1 inhibitor: 4; ASAP1 inh: 11; ADAM17 inh: 1

Cc1nc2cc(-n3ccc(=O)cc3)ccc2n1-c1ccccc1
  UHRF1 MBD2 ctr: 1; KLK7 zymogen act: -0.8; PLC-beta3 inh: -2; PLCg1 inh: -3; MBD2 inh: 6; Tn6 DDE FP: 1; DDE Tn7 FP inh: -2; ARFGAP1 inhibitor: -6; ASAP1 inh: 10; ADAM17 inh: -6

O=C(NCCC1=CCCCC1)c1cnccn1
  UHRF1 MBD2 ctr: 2; KLK7 zymogen act: 0.5; PLC-beta3 inh: -4; PLCg1 inh: -4; MBD2 inh: -4; Tn6 DDE FP: 2; DDE Tn7 FP inh: -2; ARFGAP1 inhibitor: -12; ASAP1 inh: -5; ADAM17 inh: -2

# Further entries
SMILES,UHRF1 MBD2 ctr,KLK7 zymogen act,PLC-beta3 inh,PLCg1 inh,MBD2 inh,Tn6 DDE FP,DDE Tn7 FP inh,ARFGAP1 inhibitor,ASAP1 inh,ADAM17 inh
O=C(c1sccc1-c1ccccc1)N1CCN(S(=O)(=O)c2ccccc2F)CC1,0,-0.1,-1,2,-6,-2,5,-4,9,-2
Cc1ccn2c(=O)nc(SCc3cccc(C(F)(F)F)c3)nc2c1,-1,-1.1,-15,-1,-2,4,-1,-11,-1,-8
O=C(N/N=C/c1coc2ccccc2c1=O)c1ccccc1Br,-2,1.4,0,-2,1,3,5,-10,2,1
CCC(C)NC(=O)c1ccccc1NC(=O)c1ccc(CSc2ccccc2)cc1 (configuration not stated),5,-0.3,-6,-3,2,-2,-1,6,-5,-3
COc1cccc(N2CCN(C(=S)Nc3ccccc3OC)CC2)c1,-1,-0.3,-3,1,2,2,-6,1,-7,-1
COc1ccc(CNC(=S)NC(C)CCc2ccccc2)cc1 (configuration not stated),18,-0.3,-9,2,6,0,-6,9,2,1
CCN(CC(=O)Nc1ccccc1OC)C(=O)CC1CC2CCC1C2 (configuration not stated),-2,0.4,-4,-4,2,-1,0,9,-4,-5
COc1ccc(NC(=O)CSc2nnnn2C2CC2)cc1S(=O)(=O)N1CCOCC1,-4,-0.6,-5,-1,-2,-2,3,-2,1,0
CC1(C(=O)OCC(=O)NC(=O)NCc2ccccc2)CC1(Cl)Cl (configuration not stated),-2,0.2,-6,-1,1,0,3,5,-10,-2
CC(NC(=O)C1CC12CCC2)c1ccccc1 (configuration not stated),-4,0.6,4,4,1,-5,-2,9,3,-1
O[C@@H]1C[C@H](c2ccccc2)N(Cc2cccs2)C[C@H]1n1cc(C2CC2)nn1,2,0.9,3,5,-2,1,-6,-1,1,2
CC(C)CC(=O)Nc1ccc(-c2nc3ccccc3c(=O)o2)cc1,-1,-0.2,-13,-13,-6,-2,1,-6,1,-1
O=C(O)Cc1ccc(NC(=O)c2cccc(NC(=O)c3ccco3)c2)cc1,0,0.2,3,-1,-1,-9,-6,-3,-9,0
CC1=C(C(=O)N(C)C)CC(CC(=O)NCCCCc2ccccc2)C(=O)N1Cc1ccc(F)cc1 (configuration not stated),19,-0.5,-3,-2,-2,-5,-2,-8,-1,-2
O=C(Nc1cccnc1)c1cc(-c2ccc(Br)cc2)nc2ccccc12,-1,0.1,2,6,-7,-5,-1,10,19,7
O=[N+]([O-])c1ccc(N2CCSCC2)cc1,-4,-0.7,0,-1,-3,-1,5,-13,0,-4
On1onc2c3cc(-c4ccccc4)nc3ccc21,-4,0.6,-3,-3,-4,-6,2,16,-1,8
N#Cc1c(N)n(CCNC(=O)c2ccccc2)c2nc3ccccc3nc12,-8,42*,i,i,-10,4,6,-11,-5,i
c1ccc(Cc2nnc3sc(-c4ccncc4)nn23)cc1,-4,0.6,6,2,2,4,-1,2,7,-6
CCOc1ccc(NC(=S)NNC(=O)c2ccc(Br)cc2)cc1,0,-0.1,-13,-4,2,4,-9,8,4,7
O=C(O)c1cc(NC(=O)c2ccc(Cl)c([N+](=O)[O-])c2)cc(C(=O)O)c1,3,-0.4,-1,5,2,-1,0,3,9,3
O=C(NCc1cccnc1)c1ccc(COc2ccc3c(c2)CCC3)o1,-2,0.8,2,-1,-5,3,-8,-3,10,-2
O=C(c1cc2ccccc2oc1=O)N1CCN(CCc2ccccc2)CC1,-4,0.5,-33,-19,-11,12,7,-8,1,-10
Cc1cc(C)cc(C(=O)OCC(=O)NCc2cccs2)c1,3,-0.7,6,2,-1,3,-5,-13,6,7
O=C(Nc1ccc(F)cc1)c1ccccc1NC(=O)C1CC=CCC1C(=O)O (configuration not stated),-2,-0.2,-8,-3,2,-3,-10,3,4,-3
COc1ccc(/C=N/Nc2cc(N3CCOCC3)ncn2)c(OC)c1,0,0.7,0,-1,1,-6,-7,7,16,-3
O=C(Cc1ccccc1)NCc1nc2ccccc2[nH]1,0,0.2,-4,-3,-6,3,10,12,-6,-5
CCCC(=O)N(c1ccc2oc(=O)sc2c1)S(=O)(=O)c1ccccc1,1,0.2,-1,-4,6,-3,3,-2,-8,-3
CC(C)N(C)CCOC(=O)/C=C/c1ccccc1,10,-0.8,5,1,0,-2,2,-4,-4,-3
CN(Cc1ccccc1)S(=O)(=O)c1ccc(Cl)c(C(=O)NCc2ccc3c(c2)OCO3)c1,6,0.0,-3,-1,3,-6,0,-3,3,-2
CC[C@H](C)[C@H]1CNC(=S)N1CC1CCN(CCC(C)C)CC1,-4,-0.3,1,1,3,1,6,-5,-8,-1
COc1cccc(-c2cc(C(F)(F)F)n3ncc(C(=O)NCC4CCCO4)c3n2)c1 (configuration not stated),2,-1.1,-87,-67,2,-1,-1,7,-7,-7
O=C(NCCCn1ccnc1)C1c2ccccc2Oc2ccccc21,-2,-0.5,0,1,-3,4,4,-8,5,0
O=C(Nc1ccccc1O)c1csc2c1CCCC2,5,-0.1,-8,6,-1,-3,-2,-9,-8,6
COc1ccc(C(CNC(=O)CNS(=O)(=O)c2ccc(NC(C)=O)cc2)N2CCOCC2)cc1 (configuration not stated),3,-0.5,4,-1,2,-2,-6,7,17,-4
CC(C)(C)n1nnnc1C(c1ccc(C(F)(F)F)cc1)N(Cc1ccccc1)Cc1ccco1 (configuration not stated),1,1.3,-2,-1,4,-6,6,-1,5,-5
O=C(NCC(=O)N1CCN(c2ccccc2)CC1)c1ccccc1,1,0.0,-5,-1,-4,-8,-2,9,-6,-4
OCC[C@@H]1C[C@H](O)[C@@H](O)[C@@]2(Cc3ccccc3O2)O1,20,0.0,3,0,6,2,1,3,1,-1
O=C(CC12CC3CC(CC(C3)C1)C2)NCc1ccc(F)cc1,0,0.3,-5,1,4,3,-6,7,-9,0
Cc1cccc(C)c1OCCCCCNCCO,-2,-0.2,1,1,-2,-9,1,-8,-1,0
CCN(CC)C(=O)[C@H]1C[C@H](CC(=O)NCCN2CCOCC2)C(=O)N2CCc3c([nH]c4cc(-c5ccco5)ccc34)[C@]12C,-2,120*,i,i,-3,-1,-6,8,2,-190
O=C/C(=C\Nc1ccc(Br)cc1)c1nc2ccccc2o1,1,-0.1,-2,-3,1,-6,-1,-1,-4,-3
Cc1ccc(S(=O)(=O)CC(=O)NCc2ccc(Cl)cc2)cc1,-1,-0.3,-1,-3,-6,-6,-2,8,-13,-3
Cc1cc(C(C)(C)C)ccc1NC(=O)CC(C)(C)CC(=O)O,0,0.0,-7,0,0,5,4,0,4,-1
Cc1cc(C)c(NC(=O)COc2nc3ccccc3nc2C)c(C)c1,0,0.2,1,0,0,-1,-2,1,7,2
Cc1ccccc1C(=O)NCCN1CCC(n2c(=O)[nH]c3ccccc32)CC1,-2,0.4,6,3,2,-5,-5,-3,3,0
O=C1CC(N2CCN(S(=O)(=O)c3ccccc3)CC2)C(=O)N1c1ccccc1 (configuration not stated),5,-0.7,-5,-2,1,2,-4,-5,0,-5
CC(C)NC(=O)c1n[nH]c(=O)c2ccccc12,0,0.0,4,1,0,-3,-1,3,2,-5
O=C(CCNS(=O)(=O)c1ccccc1)NCCCc1ccccc1,9,0.3,-6,1,0,-7,-5,5,2,1
CCC(C)C(Nc1ccc(C(=O)OC)cc1[N+](=O)[O-])C(=O)OC (configuration not stated),4,0.6,3,-1,-3,12,5,0,-4,1
